# procasp3 activ: activators of human procaspase-3; P42574; recombinant procaspase-3 D3A, Ac-DEVD-pNA absorbance 405 nm; activation, % at 8.5 µM; actives 0.11% (n = 330,000); AID 463141;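 active = activation above the mean of all tested compounds plus 3 SD, cut at about 21% in these data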;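 also: 0% = DMSO alone and 100% = DMSO wells spiked with extra 5 µM PC-3 D3A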
# Target sequence (P42574 whole entry D9A/D28A/D175A): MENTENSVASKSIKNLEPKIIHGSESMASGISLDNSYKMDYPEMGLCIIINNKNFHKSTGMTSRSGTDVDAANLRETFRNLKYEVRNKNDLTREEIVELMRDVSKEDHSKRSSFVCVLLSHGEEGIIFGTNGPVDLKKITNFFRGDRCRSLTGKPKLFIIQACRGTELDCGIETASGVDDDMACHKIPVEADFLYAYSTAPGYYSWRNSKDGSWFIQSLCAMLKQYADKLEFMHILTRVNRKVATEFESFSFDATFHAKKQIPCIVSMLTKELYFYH
#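 System: Procaspase-3 D3A mutant. Medium: Zinc-free 300 mM NaCl, 50 mM HEPES, 0.01% Triton X-100. Schedule: 1 h preincubation plus 2 h reaction at 25 °C. Measured by: 405 nm absorbance of p-nitroaniline, reads at 0 and 120 min. Read-out: percent activation relative to control range.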
# JMJD2C inh: human JMJD2C demethylase inhibition; inhibition, % at 2.35 µM; GST-JMJD2C(1-420) H3K9me3 demethylation, DELFIA europium; actives 0.069% (n = 330,000); AID 2099;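 active = more than half of a compound's replicate wells show inhibition beyond 50%, single wells judged on their own value; inconclusive = some, but no more than half, of replicates pass 50% inhibition; inactive = no replicate passes 50% inhibition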;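 also: signal counts dimethyl H3K9 product captured on neutravidin plate; 0% = median of DMSO wells and 100% = 0.3 times that DMSO median; strong numbers were not always called active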
# Target sequence (Q9H3R0 1-420 limits assumed): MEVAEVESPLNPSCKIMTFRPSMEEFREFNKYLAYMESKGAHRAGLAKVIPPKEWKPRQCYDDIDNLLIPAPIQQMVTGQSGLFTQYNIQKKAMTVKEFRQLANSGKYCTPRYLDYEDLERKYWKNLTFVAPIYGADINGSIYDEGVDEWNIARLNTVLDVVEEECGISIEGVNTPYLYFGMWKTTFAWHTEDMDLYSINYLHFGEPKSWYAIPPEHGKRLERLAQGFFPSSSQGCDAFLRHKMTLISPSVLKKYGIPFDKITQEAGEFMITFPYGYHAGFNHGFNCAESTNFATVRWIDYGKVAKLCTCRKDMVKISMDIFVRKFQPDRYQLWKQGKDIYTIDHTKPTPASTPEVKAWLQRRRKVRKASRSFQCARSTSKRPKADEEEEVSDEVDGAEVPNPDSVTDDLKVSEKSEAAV
# CR mimetic SO: lowers age-related superoxide in aged yeast cells; actives 0.18% (n = 330,000); superoxide response (% of plate mean), % at 10 µM; S. cerevisiae aged cells, superoxide DHE fluorescence; hits give low values; AID 2690;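 active = superoxide response under a set limit, about three screen SD below normal, cut at about 65% in these data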;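 also: yeast aged for seven days with compound at 30 °C before DHE staining; 100% = average MFI of all compound-treated wells on the plate with controls excluded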
# proCasp7 act: counter-screen: procaspase-7 (human) activation | P55210 | recombinant procaspase-7, Ac-DEVD-pNA absorbance 405 nm; D23A/D198A/D206A triple mutant, cannot self-cleave; scale: DMSO 0, 5 µM enzyme 100 | activation, % at 8.5 µM | actives 0.093% (n = 330,000) | AID 463210;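 active = percent activation above the screen-wide mean plus 3 SD, cut at about 25% in these data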
#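 signal = Epi-absorbance of released pNA at 405 nm, two timepoints | assay system = Uncleavable procaspase-7 mutant enzyme | reagent = Ac-DEVD-pNA substrate, 400 µM as added | times = 1 h enzyme–compound preincubation and 2 h substrate reaction, both 25 °C | benchmarks = low DMSO alone, high DMSO plus 5 µM PC-7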
# RPL19A-GFP yeast: alters RPL19A-GFP fluorescence in TOR pathway yeast screen; S. cerevisiae RPL19A-GFP strain, flow cytometry, 3 h; hits give low values; percent response vs DMSO, % at 10 µM; actives 0.3% (n = 330,000); AID 2025;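 active = percent response vs DMSO below 50%; inconclusive = fewer than 70 events counted for the yeast strain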;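 also: median channel GFP fluorescence of the barcoded RPL19A-GFP strain; ratio of sample median GFP to plate DMSO average so 100% = DMSO; lower means less RPL19A-GFP as with rapamycin TOR inhibition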
# LAP4 TOR yeast: modulators of TOR pathway LAP4-GFP in S. cerevisiae; S. cerevisiae LAP4-GFP multiplex, flow cytometry GFP, 3 h; median GFP as percent of DMSO wells; actives 0.34% (n = 320,000); GFP response vs DMSO, % at 10 µM;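 active = GFP response vs DMSO above a set limit, about the screen mean plus 3 SD, cut at about 150% in these data; inconclusive = under 70 cell events counted for the yeast strain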
# MEP2 TOR yeast: alters MEP2-GFP fluorescence in TOR pathway yeast screen | S. cerevisiae MEP2-GFP strain, flow cytometry GFP, 3 h; 100% = DMSO control level | GFP response vs DMSO, % at 10 µM | actives 0.51% (n = 330,000) | AID 2016;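 active = GFP response versus DMSO above a set limit, roughly screen mean plus 3 SD, cut at about 180% in these data; inconclusive = fewer than 70 cells counted for a yeast strain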;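 also: median GFP fluorescence of the barcode-gated MEP2-GFP cells per well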
# AHR act: human AHR activation; activation, % at 5 µM; AHR-responsive luciferase reporter cells, luminescence; actives 2.5% (n = 320,000); P35869; AID 2796; in the data active = activation above about 47%;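 also: 0% = vehicle wells and 100% = reference agonist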
# * marks the source's active call; other numbers are inactive results; ? = inconclusive; [ ] = dose if it differs, or a comment.
no. | canonical_smiles | MEP2 TOR yeast | AHR act | procasp3 activ | LAP4 TOR yeast
1 | CN(c1ccccc1)c1nc(N)c([N+](=O)[O-])c(N2CCCC2)n1 | 115.4 | 17.6 | 9.4 | 108.1
2 | CN1CCN(c2ccc(S(=O)(=O)N3CCCCC3)cc2NC(=O)COc2ccc(F)cc2)CC1 | 103.2 | 1.1 | 5.1 | 104.8
3 | Cc1nn(-c2ccccc2)c(N2CCCC2)c1/C=N/Nc1ccc(S(=O)(=O)Nc2ccccc2)cc1[N+](=O)[O-] | 103.5 | 0.1 | 3.0 | 103.6
4 | COc1ccccc1C(=O)NCCC(=O)NCCOc1ccccc1 | 97.3 | -1.9 | -4.7 | 91.8
5 | CCC(C)(C)NC(=O)C(c1ccncc1)N(C(=O)c1sc(C)nc1C)c1ccc(F)cc1 (stereo unspecified) | 92.2 | 0.1 | -1.8 | 89.7
6 | Cn1cc(/C=C2\SC(=O)NC2=S)c2ccccc21 | 90.1 | 47.2* | -13.2 | 105.0
7 | CN(CC(=O)Nc1ccc(F)c(F)c1F)C(=O)CN1C(=O)NC2(CCCC2)C1=O | 94.4 | -3.7 | 7.5 | 100.5
8 | COc1ccc(NC(=O)c2ccc([N+](=O)[O-])s2)c([N+](=O)[O-])c1 | 102.2 | 10.2 | 2.7 | 99.0
9 | COc1ccc(Cl)c2sc(N3CCN(C(C)=O)CC3)nc12 | 99.6 | 25.1 | 0.2 | 100.9
10 | CC1CC(C)CN(CCCNC(=O)CC2Oc3ccccc3NC2=O)C1 (stereo unspecified) | ? | 2.2 | 2.9 | 77.1

no. | RPL19A-GFP yeast | proCasp7 act | JMJD2C inh | CR mimetic SO
1 | 102.4 | 3.2 | -3.7 | 84.8
2 | 111.0 | 0.6 | -10.7 | 100.1
3 | 101.6 | -1.3 | 0.5 | 98.7
4 | 94.2 | 2.3 | -14.0 | 96.8
5 | 94.5 | 1.7 | -36.7 | 111.0
6 | 93.4 | -29.6 | 1.5 | 91.9
7 | 91.1 | 8.0 | -2.3 | 83.8
8 | 101.3 | 7.3 | -0.8 | 91.0
9 | 98.0 | 1.5 | -0.3 | 92.1
10 | 82.1 | -2.3 | 7.0 | 99.6

# Additional entries
no. | canonical_smiles | MEP2 TOR yeast | AHR act | procasp3 activ | LAP4 TOR yeast
11 | C[C@]12C(=O)N(c3ccc(Cl)cc3)C(=O)N1[C@H]1c3ccccc3OC[C@@H]1[C@H]2c1ccccc1 | 88.8 | 10.5 | -3.5 | 107.4
12 | N=c1c(C(=O)NCc2ccco2)cc2c(=O)n3ccccc3nc2n1Cc1ccccc1 | 131.1[may fluoresce violet] | 1.2 | -11.6 | 96.6[may fluoresce violet]
13 | Fc1ccc(Nc2nc3ccccc3s2)cc1 | 96.6 | 6.8 | -3.7 | 103.8
14 | Cc1noc(C)c1S(=O)(=O)N1CCCC(C(=O)NCCC2=CCCCC2)C1 (stereo unspecified) | 95.4 | 0.6 | 10.7 | 98.5
15 | COCCCNC(=O)CC1C[C@H](C(=O)N2CCCCC2)[C@@]2(CCc3ccccc3)c3[nH]c4ccccc4c3CCN2C1=O (stereo partly specified) | 108.1 | 0.1 | -0.2 | 104.0
16 | CCOc1ccc2c(c1)-c1c(ssc1=S)C(C)(C)N2C(=O)c1ccco1 | 100.8 | 19.4 | -8.5 | 96.9
17 | CCc1cccc2c1NC(=O)[C@]21[C@@H]2C(=O)N(Cc3ccccc3)C(=O)[C@@H]2[C@@H]2CCCN21 | 110.2 | 18.0 | -2.3 | 106.8
18 | CCc1cccc(CC)c1-n1c(SCC(=O)c2c(N)n(C)c(=O)n(C)c2=O)nnc1-c1cccnc1 | 94.9 | 2.8 | 2.4 | 82.2
19 | CCCc1cc(=O)[nH]c(SCC(=O)Nc2sc(C(N)=O)c(C)c2C(=O)OCCOC)n1 | 102.2 | 0.5 | 6.0 | 100.0
20 | CC(NC(=O)COC(=O)C1CCN(S(=O)(=O)c2ccccc2C(F)(F)F)CC1)c1ccccc1 (stereo unspecified) | 106.6 | -4.4 | 5.0 | 100.8

no. | RPL19A-GFP yeast | proCasp7 act | JMJD2C inh | CR mimetic SO
11 | 99.5 | -6.3 | 4.1 | 97.5
12 | 67.4[may fluoresce violet] | -21.2 | 8.7 | 87.3
13 | 99.9 | 7.8 | -4.4 | 102.3
14 | 95.3 | 2.8 | -2.4 | 91.6
15 | 104.3 | 5.8 | 6.9 | 117.8
16 | 100.8 | -22.4 | 4.1 | 140.6
17 | 106.3 | -5.4 | -1.3 | 106.8
18 | 97.0 | 3.8 | -3.8 | 108.1
19 | 96.0 | 3.0 | -4.9 | 94.0
20 | 107.5 | -6.6 | 3.2 | 117.8

# Random excerpt: 5 records from the list
no. | canonical_smiles | MEP2 TOR yeast | AHR act | procasp3 activ | LAP4 TOR yeast
11 | C[C@]12C(=O)N(c3ccc(Cl)cc3)C(=O)N1[C@H]1c3ccccc3OC[C@@H]1[C@H]2c1ccccc1 | 88.8 | 10.5 | -3.5 | 107.4
18 | CCc1cccc(CC)c1-n1c(SCC(=O)c2c(N)n(C)c(=O)n(C)c2=O)nnc1-c1cccnc1 | 94.9 | 2.8 | 2.4 | 82.2
12 | N=c1c(C(=O)NCc2ccco2)cc2c(=O)n3ccccc3nc2n1Cc1ccccc1 | 131.1[may fluoresce violet] | 1.2 | -11.6 | 96.6[may fluoresce violet]
17 | CCc1cccc2c1NC(=O)[C@]21[C@@H]2C(=O)N(Cc3ccccc3)C(=O)[C@@H]2[C@@H]2CCCN21 | 110.2 | 18.0 | -2.3 | 106.8
16 | CCOc1ccc2c(c1)-c1c(ssc1=S)C(C)(C)N2C(=O)c1ccco1 | 100.8 | 19.4 | -8.5 | 96.9

no. | RPL19A-GFP yeast | proCasp7 act | JMJD2C inh | CR mimetic SO
11 | 99.5 | -6.3 | 4.1 | 97.5
18 | 97.0 | 3.8 | -3.8 | 108.1
12 | 67.4[may fluoresce violet] | -21.2 | 8.7 | 87.3
17 | 106.3 | -5.4 | -1.3 | 106.8
16 | 100.8 | -22.4 | 4.1 | 140.6

# Additional results follow:
no. | canonical_smiles | MEP2 TOR yeast | AHR act | procasp3 activ | LAP4 TOR yeast
21 | CC1CCCCC1NC(=O)/C(C#N)=C/c1ccc(OCC(N)=O)cc1 (stereo unspecified) | 122.7 | 0.5 | 8.7 | 98.8
22 | O=C(Cc1ccccc1)c1ccc2c(c1)OCCO2 | 90.3 | 3.5 | -4.7 | 97.5
23 | CC(C)=CCN1CCN(Cc2ccc(C#CC(C)(C)O)s2)CC1CCO (stereo unspecified) | 105.6 | -1.4 | 5.4 | 96.2
24 | Cc1cccc(N2CCN(C(=O)CCNS(=O)(=O)c3cccs3)CC2C)c1 (stereo unspecified) | 115.7 | 2.2 | 1.0 | 96.0
25 | C1=CC2CC1CC2CNCc1ccco1 (stereo unspecified) | 100.8 | -0.9 | -4.6 | 99.2
26 | COC(=O)c1cc(S(=O)(=O)NCCc2cccc(C)c2)cn1C | 106.8 | 7.5 | -8.5 | 104.8
27 | CCS(=O)(=O)c1ccc2oc(Nc3cc(Cl)ccc3OC)nc2c1 | 102.0 | -1.4 | 10.2 | 87.0
28 | CC(C)(C)NC(=O)C(c1ccncc1)N(C(=O)Cn1nnc(-c2cccs2)n1)C1CCCCC1 (stereo unspecified) | 98.2 | 16.8 | -5.9 | 98.5

no. | RPL19A-GFP yeast | proCasp7 act | JMJD2C inh | CR mimetic SO
21 | 107.5 | -4.8 | -2.3 | 96.8
22 | 91.4 | 2.3 | 16.9 | 75.9
23 | 107.8 | -13.7 | -0.6 | 80.5
24 | 95.2 | 6.4 | 0.6 | 86.4
25 | 98.6 | 13.3 | -12.4 | 79.4
26 | 105.9 | 0.3 | 7.7 | 139.5
27 | 92.5 | 6.8 | -3.0 | 99.3
28 | 100.4 | -5.4 | -2.1 | 99.0

# Copied from the list.
# AHR act, cpd 21 → 0.5
# JMJD2C inh, cpd 27 → -3.0
